Screens: PubChem BioAssay, Small Molecule Screening Facility, UW Madison
RMI FANCM FP = blocks RMI1/RMI2 complex binding to FANCM MM2 peptide; Fluorescence polarization, RMI core complex with F-MM2 peptide; hits give low values; FP signal (polarization) at 33 µM; 0.58% of 70,000 active; AID 1159607; in the data active means FP signal below about 40; further: inactives centre near 61; strong numbers were not always called active; unit not given here
The depositor's hits bear a star; & = joins results of further samples. This is a subset, so the mix of outcomes need not match the whole.

A first look (21 entries):
SMILES	RMI FANCM FP
COc1ccccc1NC(=O)C(=O)NCCCc1ccc(N(C)C)cc1	70
Cc1ccc(C)c(NC(=O)CSc2ncc(-c3cccc(Br)c3)o2)c1	106
Cc1ccc(Cl)cc1N1CCN(Cc2nc3c(c(=O)n(C)c(=O)n3C)n2Cc2ccccc2)CC1	57
CN1C(=O)NC2(CCN(C(=O)c3ccc4c(c3)OCO4)CC2)C1=O	55
CCOc1ccc(-c2csc(-n3nc(C)cc3NC(=O)c3cc(=O)c4ccccc4o3)n2)cc1	70
Cc1csc(NC(=O)Cn2cnc(-c3ccc(F)cc3)cc2=O)n1	69
O=C(Cc1cc(=O)[nH]c(SCc2ccccc2F)n1)NCCc1ccc(Cl)cc1	63
O=C(NCc1ccc(F)cc1F)c1cc(C(F)(F)F)cc(C(F)(F)F)c1	52
CC(C)=CC(=O)Nc1nc(-c2ccccc2Cl)cs1	72
O=C(CSc1ncnc2ccccc12)c1ccc(F)cc1	62
Cc1ccc(-c2ccc(=O)n(Cc3nc(-c4ccccc4C)no3)n2)cc1C	71
Cc1ccc(-c2nc(CCNC(=O)c3ccco3)cs2)cc1	58
O=C1OCCN/C1=C/C(=O)c1ccccc1	59
COc1ccccc1N(C(C)=O)C1C=CS(=O)(=O)C1 (stereo not drawn)	56
CCn1c(=NC(=O)c2ccn(C)n2)sc2cc(OC)c(OC)cc21	68
Cc1onc(-c2ccccc2)c1-c1csc(CC#N)n1	56
COCCN1CCCc2ccc(NC(=O)c3cccc(OC)c3)cc21	64
O=C1CCC(c2ccc(F)cc2)=NN1c1ccc([N+](=O)[O-])cc1	58
Cc1cc(NC(=O)c2ccccc2F)n(-c2nc3ccccc3s2)n1	67
COC(=O)[C@H](Cc1ccc(O)cc1)NC(=O)c1cccc(Cl)c1	54
Cc1ccc(S(=O)(=O)NC(=O)Nc2c(C)n(C)n(-c3ccccc3)c2=O)cc1	61

Main list, from the start:
SMILES	RMI FANCM FP
COc1ccccc1NC(=O)C(=O)NCCCc1ccc(N(C)C)cc1	70
Cc1ccc(C)c(NC(=O)CSc2ncc(-c3cccc(Br)c3)o2)c1	106
Cc1ccc(Cl)cc1N1CCN(Cc2nc3c(c(=O)n(C)c(=O)n3C)n2Cc2ccccc2)CC1	57
CN1C(=O)NC2(CCN(C(=O)c3ccc4c(c3)OCO4)CC2)C1=O	55
CCOc1ccc(-c2csc(-n3nc(C)cc3NC(=O)c3cc(=O)c4ccccc4o3)n2)cc1	70
Cc1csc(NC(=O)Cn2cnc(-c3ccc(F)cc3)cc2=O)n1	69
O=C(Cc1cc(=O)[nH]c(SCc2ccccc2F)n1)NCCc1ccc(Cl)cc1	63
O=C(NCc1ccc(F)cc1F)c1cc(C(F)(F)F)cc(C(F)(F)F)c1	52
CC(C)=CC(=O)Nc1nc(-c2ccccc2Cl)cs1	72
O=C(CSc1ncnc2ccccc12)c1ccc(F)cc1	62
Cc1ccc(-c2ccc(=O)n(Cc3nc(-c4ccccc4C)no3)n2)cc1C	71
Cc1ccc(-c2nc(CCNC(=O)c3ccco3)cs2)cc1	58
O=C1OCCN/C1=C/C(=O)c1ccccc1	59
COc1ccccc1N(C(C)=O)C1C=CS(=O)(=O)C1 (stereo not drawn)	56
CCn1c(=NC(=O)c2ccn(C)n2)sc2cc(OC)c(OC)cc21	68
Cc1onc(-c2ccccc2)c1-c1csc(CC#N)n1	56
COCCN1CCCc2ccc(NC(=O)c3cccc(OC)c3)cc21	64
O=C1CCC(c2ccc(F)cc2)=NN1c1ccc([N+](=O)[O-])cc1	58
Cc1cc(NC(=O)c2ccccc2F)n(-c2nc3ccccc3s2)n1	67
COC(=O)[C@H](Cc1ccc(O)cc1)NC(=O)c1cccc(Cl)c1	54
Cc1ccc(S(=O)(=O)NC(=O)Nc2c(C)n(C)n(-c3ccccc3)c2=O)cc1	61
CSc1ccc2nc(Nc3nnc(-c4ccccc4)o3)sc2c1	72
CNC(=S)NCc1sc2ccccc2c1C	62
O=C(NC1=NCCS1)C12CC3CCC(CC(C3)C1)C2	60
Cc1ccc(-c2cn3c(C(=O)Nc4ccc(S(N)(=O)=O)cc4)csc3n2)cc1	67
CCn1c(=O)c([N+](=O)[O-])c(NCc2ccco2)c2ccccc21	66
CCOC(=O)C(O)(NC(=O)CC#N)C(F)(F)F (stereo not drawn)	60
COc1c2ccoc2nc2c(OC)c(OCC(O)C(C)(C)O)ccc12 (stereo not drawn)	57
COc1ccc(S(=O)(=O)CCC(=O)Nc2cc(C)cc(C)c2)cc1	66
C/C(=N\NC(=O)CCCOc1ccc(Cl)cc1Cl)c1ccc([N+](=O)[O-])cc1	61
Clc1ccc(-c2nnc(SCC3CC3)o2)cc1	67
COc1ccc(S(=O)(=O)Cc2nc(-c3ccc(OCc4ccccc4)cc3)no2)cc1	88
C=CCn1c(SC(C(C)=O)C(=O)OCC)nnc1-c1cnn(-c2ccccc2)c1N (stereo not drawn)	60
Cc1ccc(C)c(S(=O)(=O)NCc2ccsc2)c1	68
CCOc1ccccc1NC(=O)NCC1CC(=O)N(c2ccc(F)cc2)C1 (stereo not drawn)	54
O=C(O)CSCc1nc(-c2cnc3n(c2=O)CCS3)no1	55
CN(C)c1ccc(/C=N\n2cnc3sc4c(c3c2=O)CCCC4)cc1	61
COc1ccc(-c2cc(=O)n(CC(=O)Nc3ccc4c(c3)OCCO4)cn2)cc1	98
Cc1cc(NC(=O)c2ccc3c(c2)OCO3)n(-c2nc3c(cnn3-c3ccc(Cl)cc3)c(=O)[nH]2)n1	64
O=C1CC(c2ccccc2)CC(=O)N1Cc1csc2ccccc12	56
CCN(CC)CCN(C(=O)CCS(=O)(=O)c1ccccc1)c1nc2cc3c(cc2s1)OCCO3	97
CC(=O)N1N=C(c2ccccc2NS(C)(=O)=O)CC1c1cccs1 (stereo not drawn)	60
CC(=O)c1sc(Nc2nc3ccc(F)cc3s2)nc1C	66
CC(=O)OCC(=O)[C@@]12OC(C)(C)O[C@@H]1CC1C3C[C@H](F)C4=CC(=O)C=C[C@]4(C)[C@@]3(F)[C@@H](O)C[C@@]12C (stereo partly drawn)	66
CCOC(=O)N1CCN(C(=O)Nc2c[nH]c3ccccc23)CC1	50
COc1cc2c(cc1OC)C1C(=O)c3c(cc4c(c3O)C=CC(C)(C)O4)OC1CO2 (stereo not drawn)	59
Cc1ccc(N/N=C(/C#N)c2nc(-c3cccs3)cs2)cc1	54
Cn1c(C(F)(F)F)n[nH]c1=S	53&48
O=C(/C=C/S/C=C/C(=O)c1ccc(F)cc1)c1ccc(F)cc1	62
COc1ccccc1-c1nnc(NC(=O)c2cc(=O)c3ccccc3o2)o1	66
CCOC(=O)c1c(NC(=O)CSc2nc3sc4c(c3c(=O)n2-c2ccccc2)CCC(C)C4)sc2c1CCCCC2 (stereo not drawn)	69
O=C(c1cccs1)N1CCC(c2nc3ccccc3[nH]2)CC1	63
C#CC1(OCC(O)CNC(C)(C)CC(C)(C)C)CCCCC1 (stereo not drawn)	88
COc1ccc(-c2cc3ccc(OCC(=O)OC(C)(C)C)cc3oc2=O)cc1	64
CS(=O)(=O)Nc1ccc2c(c1)CCN2C(=O)C1CC1	62
O=C(Cn1cnc(-c2ccc(F)cc2)cc1=O)N1CCN(C(=O)c2ccco2)CC1	67
Nc1nnc(SCCCCOC2CCCCO2)s1 (stereo not drawn)	53
Cc1ccc(N2CC(c3nc4ccccc4n3CC(O)COc3ccc(C)c(C)c3)CC2=O)cc1 (stereo not drawn)	61
O=S(=O)(c1ccc(F)cc1)c1nc(-c2ccccc2F)oc1NCc1cccnc1	62
Cc1csc(=Nc2ccc(Cl)cc2)n1N1CCOCC1	54
Additional entries follow:
SMILES	RMI FANCM FP
COc1ccc(-c2nc(CSc3nc4c(c(=O)[nH]3)CCC4)c(C)o2)cc1	62
CCCCCCNC(=O)OCCCCCCNC(=O)OC1CCN(Cc2ccccc2)CC1	60
O=C(CS(=O)(=O)c1cccs1)Nc1ccccc1C(F)(F)F	64
CCOC(=O)c1oc2ccccc2c1NC(=O)c1ccc(Oc2ccccc2)cc1	74
CCNC(=O)c1c(NC(=O)c2snnc2CC)sc2c1CCCC2	52
Cc1ccccc1C(=O)NNC(=O)c1ccccc1C1=NCCCN1	33
COc1cccc(NC(=O)N2CCCC(c3nnc(CC(C)(C)C)o3)C2)c1 (stereo not drawn)	62
O=C(Nc1nc(CN2CCc3ccccc3C2)cs1)c1cccs1	66
CC(C)c1ccc(S(=O)(=O)Nc2ccc3c(c2)N(C(=O)c2cccs2)CC3)cc1	77
Cc1ccccc1COc1ccc([N+](=O)[O-])cc1/C=C1\SC(=S)NC1=O	61
O=C(CSc1ccc(-c2ccc(-n3ccnc3)cc2)nn1)Nc1nccs1	68
CCOC(=O)CNc1ccc(OC)cc1	70
Cc1ccc(Cn2cc(SCC(=O)Nc3ccc(F)cc3F)c3ccccc32)cc1	77
O=C(Cn1cc(S(=O)(=O)c2ccccc2)c2ccccc21)Nc1ccccc1F	71
CC(C)(C)c1csc(CN2CCN(CC(=O)NCc3ccco3)CC2)n1	58
O=[N+]([O-])c1cc(Cl)c(-n2cccc2)cc1N1CCOCC1	57
COC(=O)c1ccc(NC(=O)COc2coc(CN3c4ccccc4CC3C)cc2=O)cc1 (stereo not drawn)	78
CC(=O)N1CCc2c(sc(NC(=O)CSc3ccc(Cl)cc3)c2C(N)=O)C1	-4*
CC(=O)N1CCC(c2nc3ccccc3s2)CC1	66
O=C(CSc1nc(=O)n(CCCO)c2c1CCC2)NCc1ccc(F)cc1	55
O=C1CNC(=S)N1CCCn1ccnc1	55
COc1ccc2nc(-c3ccc(Cl)c(NC(=O)c4ccccc4C)c3)cn2n1	33*
Cc1nc2sccn2c1C(=O)O	65
CC(=O)OCC(=O)[C@@]1(O)CCC2C3CCC4=CC(=O)CC[C@]4(C)[C@@]3(F)[C@@H](O)C[C@@]21C (stereo partly drawn)	64
O=C(Nc1ccc2c(c1)OCCO2)c1ccc(=O)n(Cc2cccc(F)c2)n1	60
S=c1[nH]cnc2sc(-c3ccccc3)cc12	54
CCn1ccnc1N1CCN(C(=O)c2ccccc2C(F)(F)F)CC1	59
NC(=O)C1=CN(Cc2c(Cl)cccc2Cl)CCC1C(F)(F)F (stereo not drawn)	46
COc1ccc(N2CC(CNC(=O)Nc3ccc(C(F)(F)F)cc3)CC2=O)cc1 (stereo not drawn)	55
CCOC(=O)c1ccc(NC(=O)Cn2cc(OC)c(=O)cc2CSc2nc(C)cc(C)n2)cc1	51
COc1ccc2nc(-c3ccc(F)c(NC(=O)c4cccc(OC)c4OC)c3)cn2n1	117
CN=C1SC(CC(=O)Nc2ccc(C)c([N+](=O)[O-])c2)C(=O)N1C (stereo not drawn)	64
CC1CN(c2ccc(/C=C(\C#N)c3nc4ccccc4[nH]3)o2)CC(C)O1 (stereo not drawn)	-21
CCOC(=O)c1c(NC(=O)c2ccco2)sc(C)c1-c1ccccc1	67
CN(C)CCCN(C(=O)c1ccc2c(c1)CCCC2)c1nc2cc3c(cc2s1)OCO3	138
COc1ccc(-c2noc(-c3c(SC)nn(CC(=O)NCc4ccccc4Cl)c3N)n2)cc1	155
O=C(CCc1nc2sc3c(c2c(=O)[nH]1)CCCCC3)N1CCN(c2ccccc2F)CC1	66
Cc1ccc2oc(C(=O)Nc3cc(C)on3)cc2n1	56
N#Cc1cccc(NC(=O)Cn2cccc(-c3nc(-c4ccc(Cl)cc4)no3)c2=O)c1	98
Cc1cc(-c2nnc(NC(=O)CS(=O)(=O)c3ccc(Cl)cc3)o2)nn1C	62
COc1ccccc1NC(=O)C1=C(C)Nc2ncnn2C1c1ccccc1F (stereo not drawn)	60
O=[N+]([O-])c1ccc(N/N=C\c2ccc(-c3cccs3)s2)nc1	66
NNC1CS(=O)(=O)CC1O (stereo not drawn)	61
CCn1nccc1C(=O)Nc1sccc1-c1nc2ccccc2s1	112
CCOC(=O)NC(=S)N1C(C)CCCC1C (stereo not drawn)	58
COC(=O)c1ccc(CSc2nc(-c3cccs3)nc3c2c(=O)n(C)c(=O)n3C)o1	59
O=C(Cn1c2c(c(=O)n(C3CCCCC3)c1=O)CCC2)N1CCOCC1	62
COCCN1CSC(=S)N(Cc2ccccc2)C1	62
O=S(=O)(c1ccc(-c2csc(N/N=C\c3cccs3)n2)cc1)N1CCCC1	59
O=C(NCC1CCN(Cc2cccs2)CC1)c1cccc2ccccc12	76
O=C(CSc1nnc(NC(=O)CSCc2ccccc2)s1)Nc1nccs1	127
O=C(NCc1c(F)cccc1F)c1c(O)nc2sccn2c1=O	54
Cc1ccccc1-c1ccc(N2CCC(C(=O)Nc3cccnc3)CC2)nn1	70
S=C(NNc1nc(N2CCCC2)nc(N2CCCC2)n1)Nc1ccc(Cl)cc1	55
Cc1ccnc(SCc2cc(=O)c(OC(=O)Cc3ccc([N+](=O)[O-])cc3)co2)n1	54
O=C(CCCSc1ccc(NC(=O)c2cccs2)nn1)Nc1cccnc1	67
CC(C)C(=O)Nc1ccc(C(=O)NCCNC(=O)c2ccc3c(c2)OCO3)cc1	70
O=C(O)CCSCSCCC(=O)O	55
CCC1CSc2nc3ccsc3c(=O)n21 (stereo not drawn)	53
Cc1c(S(=O)(=O)c2ccccn2)c(N)n(Cc2ccc(C(F)(F)F)cc2)c1C	76
(list continues)
SMILES	RMI FANCM FP
Cn1[nH]c(=O)cc1C(=O)N/N=C\c1ccc(Cl)cc1	62
COc1ccc2nc(N(CCCn3ccnc3)C(=O)Cc3ccc(F)cc3)sc2c1	54
Nc1cc(-c2ccccc2)n2c(n1)nc1ccccc12	63
Cc1cnnn1-c1ccc(C(=O)Nc2ccc(Cl)cc2)cc1	62
O=C(Nc1ccc2c(c1)C(=O)NCCO2)c1ccc(F)c(F)c1	63
O=C(CCN1C(=O)S/C(=C\C=C\c2ccccc2)C1=O)Nc1nccs1	61
CCCc1cc(=O)[nH]c(-n2nc(C)cc2NC(=O)C(=O)N2CCc3ccccc3C2)n1	62
O=C(N/N=C\c1cccc2ccccc12)c1cccnc1	46
CCOC(=O)/C(C#N)=C/N1CCN(c2ccc(C(F)(F)F)cc2[N+](=O)[O-])CC1	58
O=C(CCN1C(=O)/C(=C\c2ccco2)SC1=S)NN1CCOCC1	62
CCOc1ccc2ccccc2c1C(=O)NCc1nnnn1-c1ccc(F)cc1	58
Cc1cc(N2CCOCC2)nc(N2CCN(C(=O)CCC3CCCCC3)CC2)n1	54
